Bioassay records as filed in PubChem.
HepG2 viability – HepG2 cytotoxicity, counter-screen for TGF-b inhibitors | AID 588856 | 410,000 tested, 0.76% active | Potency, µM (doses to about 46.1 µM), inactives show top-dose activity change, negative = cytotoxicity, actives largely listed as cytotoxic | HepG2 CAGA-GFP viability, ATP luminescence, 18 h; also: potency is read from the fitted curve at half-maximal effect; some results filed as inactive show a strong effect at the top dose
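HepG2 CAGA-GFP cells (1000/well, DMEM with 1% FBS) received compound, then TGF-beta at 500 pg/mL final, and were incubated 18 hours at 37 degrees C. Viability was read by CellTiter-Glo luminescence. Media-only wells were set as complete cell-killing and DMSO as no toxicity.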
CCT modulator – modulators of cytosolic chaperonin (CCT/TRiC) activity; activity change, % (concentration not given with the values), hits read low; 360,000 tested, 0.3% active; purified chaperonin ATPase assay, HTRF ADP detection, 30 min; AID 651819; in the data active = activity change below about -30%; also: % is scaled to controls: 0 for no effect and ±100 for the full control effect
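ATPase activity: ADP formed was measured by HTRF Transcreener (665/615 nm ratio) after 30 min at 37 deg C with 10 uM ATP. Compounds screened at one 76 uM concentration against 40 or 20 nM TRiC in Tris pH 7.4/KCl/MgCl2/DTT buffer.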
Nrf2 block – blocks Nrf2 signaling. A549 ARE-Fluc reporter, luciferase luminescence, 18-24 h. Potency, µM (series often up to 46 µM), inactives show top-dose activity change, negative = inhibition, hits mostly inhibitors. 360,000 tested, 2.1% active; also: potency is read from the fitted curve at half-maximal effect; % is scaled to controls: 0 for no effect and ±100 for the full control effect; nearly all actives have a fitted effect of over 60% in size
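Cells were seeded and rested 2 h, then exposed to compounds for 18-24 h. CellTiter-Fluor was read first as a viability measure. BugLite was added 15 min before the final luminescent read of ARE-luciferase activity in A549 cells.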
MmCpn inh – inhibitors of Methanococcus maripaludis chaperonin (MmCpn). purified Mm-Cpn ATPase, ADP Transcreener TR-FRET. Potency, µM (highest dose often 76.9 µM), inactives show at the highest dose activity, negative = inhibition, actives largely listed as inhibitors. 330,000 tested, 0.031% active. AID 504842; also: potency is read from the fitted curve at half-maximal effect; % is scaled to controls: 0 for no effect and ±100 for the full control effect; nearly all actives have a fitted effect of over 80% in size
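ATPase read-out: TR-FRET ADP immunoassay (anti-ADP Eu cryptate vs ADP-d2), ex 320 nm, em 590/665 nm; signal drops as ADP forms. Enzyme 25 nM, ATP 10 uM, 30 min at 37°C after 10 min compound preincubation.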
TGFb SMAD3 inh – blocks TGF-b signaling. 410,000 tested, 1.2% active. HepG2 CAGA-GFP TGF-b/SMAD3 reporter, GFP fluorescence, 18 h; TGF-beta stimulated, 500 pg/mL final. AID 588855. Potency, µM (titrated, usually from 46.1 µM), for the others: at the top dose activity, negative = inhibition, usual class: inhibitors; also: potency is read from the fitted curve at half-maximal effect; % is scaled to controls: 0 for no effect and ±100 for the full control effect; nearly all actives have a fitted effect of over 65% in size
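Cell-based qHTS in HEPG2 carrying a CAGA-GFP Smad reporter; compounds added before 500 pg/mL final TGF-beta, 18 h incubation at 37 degrees C, GFP fluorescence quantified per cell by imaging cytometry.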
ATXN viability – cell viability loss in ATXN counter-screen | AID 651635 | S2 cells (HEK-293 line with an ATXN2-luciferase reporter) viability, CellTiter-Fluor protease fluorescence, 24 h | Potency, µM (series often up to 56.7 µM), usual class: cytotoxic | 400,000 tested, 0.49% active; also: potency is read from the fitted curve at half-maximal effect; nearly all actives have a fitted effect of over 40% in size
Nrf2 activator – activates Nrf2 signaling. AID 624171. 410,000 tested, 0.31% active. Potency, µM (titrated, usually from 46.1 µM), for inactives: top-dose activation, hits mostly activators. AREc32 ARE-luciferase reporter (MCF7-derived line), luminescence, 24 h; also: potency is read from the fitted curve at half-maximal effect; % of control where 0% means no effect; nearly all actives have a fitted effect of over 65% in size
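ARE-driven firefly luciferase activity in AREc32 cells measured after a 24 hr compound exposure at 37 deg C, using Steady-Glo reagent and a 30 min room-temperature hold.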
A549 viability – A549 cytotoxicity, counter-screen for Nrf2 inhibitors | A549 ARE-Fluc cells, CellTiter-Fluor viability, 18-24 h | Potency, µM (top dose mostly 46 µM), for inactives: top-dose activity change, negative = cytotoxicity, actives largely listed as inhibitors | 390,000 tested, 0.16% active | AID 504648; also: potency is read from the fitted curve at half-maximal effect; % is scaled to controls: 0 for no effect and ±100 for the full control effect
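A549 ARE_Fluc cells in 5% FBS OPTI-MEM were exposed to compounds in concentration-response for 18-24 h at 37 deg C. Viability was read by CellTiter-Fluor fluorescence (Ex 405/Em 525) after 30 min, before the luciferase read.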
pAkt inh – Akt phosphorylation inhibition; 360,000 tested, 0.32% active; Neuro2A IGF-stimulated pAkt S473 HTRF, 20 min; hits give low values; activity change, % for hits at 50 µM; in the data active = activity change below about -80%; inconclusive = mostly about -51% to -80%; also: % is scaled to controls: 0 for no effect and ±100 for the full control effect
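Neuro2A cells (4,500/well, DMEM with 0.5% FBS) were treated with compound at a single 50 µM final concentration, stimulated with 6 nM IGF for 20 min at 37 °C, and lysed. Phospho-Akt Ser473 was read by HTRF as 665/615 ratio ×10^4.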
Active calls of the source: *; i = inactive; ? = inconclusive; / = not tested or not shown; [ ] = remark or other dose. Unless noted, calls follow the shape of the dose curve; as a rule, active = well fitted curve in the direction sought with a large enough effect; inconclusive = small, poorly fitted or top-dose-only effect, or another doubt; inactive = no such curve, though single readings can be large; an effect the other way counts as inactive or inconclusive. This is a random part of the collection, and some 4.4% of all compounds hit somewhere here.

Each structure is followed by: HepG2 viability | A549 viability | CCT modulator | MmCpn inh | pAkt inh | Nrf2 block | TGFb SMAD3 inh | ATXN viability | Nrf2 activator
CCC(=O)c1ccc(OCC(=O)OCC(=O)NCCCc2ccccc2)cc1
  -2% | -9% | -0.3 | 0% | i | 21% | -8% | i | -0.3%
CN1C(=O)c2ccccc2Sc2ccc(C(=O)O)cc21
  2% | -7% | -3.7 | -1% | i | 2% | 0% | i | -0.3%
COC(=O)c1ccc2c(=O)n3nc(Nc4ccc(F)cc4F)sc3nc2c1
  -7% | -2% | / | / | / | / | 1% | / | -0.5%
Cc1ccc(N(C(=O)C(F)(F)F)C(C(=O)NC2CCCCC2)c2cccs2)cc1 (stereo not drawn)
  -5% | -8% | 0.1 | 0% | i | -27% | 18% | i | -0.8%
O=C(c1n[nH]c(=O)c2ccccc12)N1CCN(c2ccccc2)CC1
  -7% | 5% | 0.3 | -1% | i | 8% | -14% | i | 1.6%
Cn1c(CCN2CCCC2)nc2cc(NS(=O)(=O)c3ccccc3)ccc21
  -2% | 4% | -0.2 | 0% | i | 15% | ? | i | ?
O=C(O)/C=C/C(=O)N1CCc2ccccc21
  2% | 9% | 2.4 | 1% | i | 13% | 0% | i | 0.1%
CCCCCN1CC(O)=C(c2ccccc2)C1=N
  3% | -2% | -0.1 | 0% | i | -14% | -18% | i | 0.0%
CC(C)n1cc(NC(=O)c2cc(-c3ccccc3)on2)cn1
  -3% | -25% | -29 | -1% | i | 7% | ? | i | 0.7%
O=C(NCc1cccnc1)c1cc(C2CCCCN2C(=O)c2ccc(Cl)cc2)on1 (stereo not drawn)
  -25% | / | -0.9 | / | i | / | -19% | i | 4.3%
O=C(Nc1ccccc1Oc1ccccc1)[C@@H]1O[C@H](CO)[C@H](O)[C@H](O)[C@H]1O
  -4% | / | 0.9 | / | i | / | -9% | i | 0.4%[9.22 µM]
CCOC(=O)CCNC(=O)N1CCCC(C(=O)c2cccc(Cl)c2)C1 (stereo not drawn)
  -15% | 21% | 2.9 | 0% | i | 8% | -22% | i | 2.5%
CCOc1ccccc1CNC(=O)C1CCN(c2nc3ccccc3o2)CC1
  -28% | 9% | 1.7 | 1% | i | -12% | -15% | i | 0.3%
COc1cc(-c2oc3ccc(C)cc3c(=O)c2O)cc(OC)c1OC
  -42% | -4% | / | / | / | -4% | 2.5µM* | / | -0.3%
Cc1ccc(S(=O)(=O)NCCSC(C)(C)C)cc1
  -31% | -19% | 0.8 | 3% | / | -21% | -21% | / | 0.2%
CCO/C=C/C(O)(CNC(=O)COc1ccccc1F)C(F)(F)F (stereo not drawn)
  0% | 0%[1.84 µM] | -2.2 | 0% | i | -8% | -15% | i | 0.3%
CC(=O)c1ccc(N2CCN(CC(=O)N(C3CC3)C3CCS(=O)(=O)C3)CC2)c(F)c1 (stereo not drawn)
  2% | -2% | -0.8 | 1% | i | 9% | 5% | i | 0.4%
COc1ccc(C2/C(=C(/O)c3ccccc3)C(=O)C(=O)N2CCCN2CCOCC2)cc1 (stereo not drawn)
  5% | -2% | -2.6 | 2% | i | -4% | 5% | i | -0.7%
O=C(NCCc1ccccc1)c1nn(-c2ccccc2F)nc1CO
  -23% | 7% | / | / | / | ? | 0% | / | -1.0%
Cc1cc(C)cc(-n2ccnc2SCC(=O)Nc2ccc(C)c(Cl)c2)c1
  -29% | 4% | / | / | / | / | ? | i | -0.2%
O=C(CSCc1ccco1)c1cccs1
  -17% | -10% | -0.1 | 0% | i | ? | 0% | i | 4.9%
CC1CN(C(=O)COC(=O)Cc2c(F)cccc2Cl)CC(C)O1 (stereo not drawn)
  -29% | -2% | 0.4 | 1% | i | -11% | -4% | i | 0.2%
Cc1ccc(S(=O)(=O)N2CCC(C(=O)N3CCN(c4ccccn4)CC3)CC2)cc1C
  -48% | / | 0.0 | / | i | / | -28% | i | 0.6%
CN1CCN(CCCC(=O)c2ccc(F)cc2)CC1
  -22% | 3% | -1.0 | -4% | / | 6% | -18% | / | -0.6%
CCOC(=O)C(Cc1ccccc1)NC(C)=O (stereo not drawn)
  -12% | 4% | -0.8 | -2% | i | 6% | -5% | i | 0.3%
COc1cccc(Nc2ncc(C(=O)O)c3ccccc23)c1
  -14% | -4% | -1.1 | -2% | i | / | -3% | i | -0.1%
O=C(O)c1ccc(N/N=C/c2ccc(OC(=O)c3ccccc3Cl)cc2)cc1
  3% | 0% | -0.5 | 1% | i | ? | 18% | i | -2.5%
COc1ccc(CC(=O)N2CC(=O)Nc3ccc(F)cc3C2c2ccccc2)cc1 (stereo not drawn)
  -6% | 13% | / | / | / | -12%[9.27 µM] | -3% | i | 0.3%
O=[N+]([O-])c1ccccc1S(=O)(=O)Nc1nc2ccccc2s1
  -7% | 5% | -6.1 | 2% | i | 0% | -9% | i | 2.7%
COCC(C)NC(=O)C1c2ccccc2Oc2ccccc21 (stereo not drawn)
  -31% | -1% | 0.6 | 0% | i | -13% | 5% | ? | -0.7%

Compounds from the list above with a Cl atom (five):
Each structure is followed by: HepG2 viability | A549 viability | CCT modulator | MmCpn inh | pAkt inh | Nrf2 block | TGFb SMAD3 inh | ATXN viability | Nrf2 activator
O=C(NCc1cccnc1)c1cc(C2CCCCN2C(=O)c2ccc(Cl)cc2)on1 (stereo not drawn)
  -25% | / | -0.9 | / | i | / | -19% | i | 4.3%
CCOC(=O)CCNC(=O)N1CCCC(C(=O)c2cccc(Cl)c2)C1 (stereo not drawn)
  -15% | 21% | 2.9 | 0% | i | 8% | -22% | i | 2.5%
Cc1cc(C)cc(-n2ccnc2SCC(=O)Nc2ccc(C)c(Cl)c2)c1
  -29% | 4% | / | / | / | / | ? | i | -0.2%
CC1CN(C(=O)COC(=O)Cc2c(F)cccc2Cl)CC(C)O1 (stereo not drawn)
  -29% | -2% | 0.4 | 1% | i | -11% | -4% | i | 0.2%
O=C(O)c1ccc(N/N=C/c2ccc(OC(=O)c3ccccc3Cl)cc2)cc1
  3% | 0% | -0.5 | 1% | i | ? | 18% | i | -2.5%

(next part)
Each structure is followed by: HepG2 viability | A549 viability | CCT modulator | MmCpn inh | pAkt inh | Nrf2 block | TGFb SMAD3 inh | ATXN viability | Nrf2 activator
O=C(CNC(=O)OCc1ccccc1)NCC(=O)Oc1ccc([N+](=O)[O-])cc1
  7% | 3% | -0.2 | / | i | 4% | 5% | ? | -0.4%
Cc1nc(NN)c2c3c(sc2n1)COC(C)(C)C3
  -30% | 6% | 0.3 | 0% | i | -1% | ? | / | 2.6%
Cc1ccc(Cl)cc1-n1c(=O)c2sc3ccccc3c2n(Cc2ccccc2)c1=O
  8% | 2% | / | / | / | 1% | -3% | ? | -0.2%
CCOc1ccc(Cn2c(CNS(=O)(=O)c3c(C)cc(C)cc3C)nc3cccnc32)cc1
  -23% | -3% | / | / | / | / | ? | / | 2.9%
O=C(c1ccc(SCc2cccc(Br)c2)c([N+](=O)[O-])c1)N1CCN(c2ccccn2)CC1
  2% | -6% | 0.4 | -7% | i | ? | 1% | i | 0.4%
Cc1ccccc1S(=O)(=O)c1c(C)cc(-c2ccccc2)[nH]c1=O
  -32% | 4% | -1.7 | 1% | i | -23% | -4% | i | 6.9%
COc1ccccc1C(CNC(=O)CSc1ccc2ccccc2c1)N(C)C (stereo not drawn)
  -15% | -1% | 0.5 | 3% | i | -3% | 28% | i | 0.3%
CC(=O)Nc1ccc(S(=O)(=O)Nc2ccc(-c3cn4c(C)csc4n3)cc2)cc1
  -19% | 2% | / | / | / | / | -6% | i | -2.3%
O=C(CN1CCN(C2CCCCC2)CC1)Nc1ccc(Br)cc1
  0% | ? | 0.6 | -2% | i | 3% | 1% | i | 0.6%
CCC/C=N/Nc1nnc(Cc2ccccc2)c(=O)[nH]1
  4% | -9% | -4.3 | 1% | i | 4% | 9% | i | 3.5%
Cc1ccccc1NC(=O)C(=O)NCCCN1CCCC1=O
  -7% | -4% | 2.3 | 1% | i | 7% | -8% | i | -0.4%
CCCCN(C)CCNC(=O)Cn1ncc2c(=O)oc3ccc(C)cc3c21
  -7% | 0% | 0.7 | -1% | i | 2% | -14% | i | 0.3%
CC(C)(C)CC(=O)Nc1cc2c3c(c1)CCN3C(=O)CC2
  -1% | 17% | -1.5 | 0% | i | 0% | 19% | i | 3.0%
CCC(=O)n1nc(-c2ccco2)nc1N
  2% | -2% | 2.8 | -5% | i | 1% | -7% | i | -0.5%
O=C(CNC(=O)C1CCCCC1)OCC(=O)c1ccc(Cl)s1
  6% | -4% | 2.0 | -7% | i | ? | -5% | i | 1.7%
Cn1cc(CN2CCCC(C(=O)c3ccc(-c4ccccc4)cc3)C2)cn1 (stereo not drawn)
  -43% | 4% | -0.5 | 1% | i | 21% | -5% | i | -1.6%
O=C(Nc1cccc(F)c1)C1CC(=O)N(c2ccc(Br)cc2)C1 (stereo not drawn)
  12% | 1% | -1.7 | 1% | i | -7% | 9% | ? | 1.5%
CCc1ccccc1N(CC)C(=O)c1cc2c(s1)-c1ccccc1SC2
  -48% | -5% | / | / | / | ? | / | / | -0.4%
Cc1ccc(OCC(=O)Nc2cc(NC(=O)COc3ccc(C)cc3)cc(C(=O)O)c2)cc1
  -23% | -7% | -2.8 | 2% | i | 5% | -7% | i | 3.2%
